AT treatment: qHTS Assay for Identifying a Potential Treatment of Ataxia-Telangiectasia | AID 485349, 2010 | […] A-T fibroblasts, KAP-1 phosphorylation AlphaLISA; neocarzinostatin DNA damage 30 min before lysis | Potency, µM (highest dose often 57.5 µM), inactives show at the highest dose activation, usual class: activators | 0.19% of 320,000 active; note: potency is the fitted concentration of half-maximal effect; % of control where 0% means no effect; nearly all actives have a fitted effect of over 45% in size
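hTERT-immortalized A-T patient fibroblasts ([…]), 500 cells/well in OPTI-MEM, 1% FBS, got compounds for 60 min, then NCS for 30 min at 37C. Lysates were then assayed for phospho-KAP-1 by AlphaLISA (anti-pKAP1 donor, anti-KAP1 acceptor beads), 6 hr at 25C.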
Mito fusion yeast: qHTS Assay for Small Molecule Inhibitors of Mitochondrial Division or Activators of Mitochondrial Fusion. S. cerevisiae fusion-defective mutant growth rescue, CellTiterGlo 48 h. Potency, µM (titrated, usually from 46.1 µM), for inactives: at the highest dose growth rescue (activation), actives largely listed as activators. 0.23% of 320,000 active;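 note: potency is the fitted concentration of half-maximal effect; % of control where 0% means no effect; nearly all actives have a fitted effect of over 45% in size; temperature-sensitive fusion mutants such as fzo1-1 at 37 °C on non-fermentable ethanol glycerol medium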
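Luminescent cell viability in 1536-well qHTS format served as the measure of rescued growth in ts fusion-mutant S. cerevisiae cultured on non-fermentable YPEG for 48 hours at 37C.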
MBNL1-CUG inh: qHTS Assay for Inhibitors of MBNL1-poly(CUG) RNA binding | Muscleblind-like protein 1 (Homo sapiens), Q9NR56 | TR-FRET MBNL1-His/biotin-(CUG)12 binding, 665/545 ratio | Potency, µM (series often up to 57.5 µM), inactives show at the top dose activity change, negative = inhibition, actives largely listed as inhibitors | 0.036% of 280,000 active; active = well fitted inhibition curve with a large enough effect in the signal ratio, with a control signal flat, not every such curve was filed as active; inconclusive = small, poorly fitted or top-dose-only effect, or effect the other way, or a change in a side signal; inactive = no such curve, though single readings can be large or run the other way; the % refers to the signal ratio; note: potency is the fitted concentration of half-maximal effect; % is set by controls: 0 for no effect and ±100 for the full control effect
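Ratiometric TR-FRET (665 over 545 nm, excitation 340 nm) tracks disruption of MBNL1-His/biotin-(CUG)12 complex after 60 min at room temperature, with compounds at 92 nM to 58 uM final.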
PTAP TSG101 blk: qHTS Assay for Iinhibitors of HIV-1 Budding by Blocking the Interaction of PTAP/TSG101; Fluorescence polarization, FITC-PTAP peptide / Tsg101 binding; Potency, µM (doses to about 115 µM), without a hit: at the highest dose activity change, negative = inhibition, usual class: inhibitors; 340,000 tested, under 10 active; AID 493005, 2010; active = well fitted inhibition curve with a large enough effect in the main read-out, with a control signal flat, not every such curve was filed as active; inconclusive = small, poorly fitted or top-dose-only effect, or effect the other way, or a change in a side signal; inactive = no such curve, though single readings can be large or run the other way; note: potency is the fitted concentration of half-maximal effect; % of control where 0% means no effect
Target sequence (Q99816 whole entry, looked up): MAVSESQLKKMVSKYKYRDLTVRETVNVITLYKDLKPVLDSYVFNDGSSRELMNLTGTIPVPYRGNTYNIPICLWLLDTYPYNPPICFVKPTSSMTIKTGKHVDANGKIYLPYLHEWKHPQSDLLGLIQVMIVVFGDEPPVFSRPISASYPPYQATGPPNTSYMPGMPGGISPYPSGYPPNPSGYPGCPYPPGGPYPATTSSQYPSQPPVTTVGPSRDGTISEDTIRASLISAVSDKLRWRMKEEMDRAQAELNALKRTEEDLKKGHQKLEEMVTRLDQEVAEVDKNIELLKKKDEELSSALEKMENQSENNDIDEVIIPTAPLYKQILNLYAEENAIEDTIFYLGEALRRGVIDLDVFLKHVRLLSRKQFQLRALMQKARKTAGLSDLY
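Tsg101 binding domain (10 uM final) was mixed with compound and a FITC-labeled PTAP peptide (50 nM final) in HEPES pH 7.5 buffer with NaCl, Tween 20, EDTA and TCEP; fluorescence polarization was read after 20 min at r.t.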
a7 integrin act: qHTS for Activators of Integrin-Mediated Alleviation for Muscular Dystrophy | alpha7betagal myoblasts, beta-gal FDG fluorescence, 48 h | Potency, µM (series often up to 38.3 µM), without a hit: at the top dose activation, actives largely listed as activators | 0.064% of 350,000 active | AID 624291, 2012;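 note: potency is the fitted concentration of half-maximal effect; 100% = response of the positive control SU9516; nearly all actives have a fitted effect of over 60% in size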
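Alpha7betagal+/- myoblasts (passage 13) were plated 16-24 hr, then exposed to compounds (1:260 dilution of DMSO stock) for 48 hours at 37C. After MPER lysis, β-galactosidase reporter activity was read as FDG fluorescence (ex 480/em 540) after 30 minutes.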
CXXC DNA block: qHTS Fluorescence Polarization Assay for Inhibitors of MLL CXXC domain - DNA interaction. Histone-lysine N-methyltransferase 2A (Homo sapiens), Q03164. 0.037% of 290,000 active. MLL-CXXC / FITC-HOXA9 DNA fluorescence polarization. Potency, µM (doses to about 115 µM), inactives show at the highest dose activity change, negative = inhibition, hits mostly inhibitors. AID 2662, 2010; active = well fitted inhibition curve with a large enough effect in the polarisation, with a control signal flat, not every such curve was filed as active; inconclusive = small, poorly fitted or top-dose-only effect, or effect the other way, or a change in a side signal; inactive = no such curve, though single readings can be large or run the other way; the % refers to the polarisation; note: potency is the fitted concentration of half-maximal effect
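Fluorescence polarization: 7 uM MLL-CXXC (stock) preincubated 5 min with compounds, then 50 nM fluorescein-HOX-A9 DNA (stock) added; 30 min ambient. Buffer 50 mM Tris-HCl pH 7.5, 50 mM NaCl, 1 mM DTT, 0.05% BSA.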
TSHR antag: Antagonists of the Thyroid Stimulating Hormone Receptor: HTS campaign. Thyrotropin receptor (Homo sapiens), P16473. TSHR-expressing cells, TSH-stimulated cAMP HTRF, 2 h; stronger effect = lower value. activity change, negative = inhibition, % at 11.5 µM. 0.2% of 330,000 active. AID 504810, 2011;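 active = activity change below a set negative limit, meaning inhibition stronger than a set level, cut at about -70% in these data; inconclusive = activity change between two set negative limits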; note: % is set by controls: 0 for no effect and ±100 for the full control effect
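TSHR-expressing cells were treated with compounds, then stimulated with TSH at EC80 (4nM final) for 2 hours at 37 deg C. Cellular cAMP was measured by HTRF competition between lysate cAMP and cAMP-d2 for a cryptate-labelled anti-cAMP antibody.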
TCR activator: Activators of T cell receptors: qHTS campaign; 330,000 tested, under 10 active; Potency, µM (titrated, usually from 9.22 µM), for the others: at the top dose activation of IL-2 secretion, hits mostly activators; primary human leukocytes, anti-CD3, IL-2 HTRF, 48 h; note: % of control where 0% means no effect
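IL-2 produced over 48 hr by a-CD3 bead-stimulated primary human leukocytes exposed to compounds was detected with a homogeneous time-resolved FRET immunoassay, 665nm acceptor signal after 320nm excitation.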
S-ASM inh: Inhibitors of Secretory Acid Sphingomyelinase (S-ASM): qHTS | Potency, µM (highest dose often 57.5 µM), inactives show top-dose activity change, negative = inhibition, actives largely listed as inhibitors | 0.006% of 340,000 active | placental ASM, HMU-PC fluorogenic substrate, 60 min | Sphingomyelin phosphodiesterase (Homo sapiens), P17405; note: potency is the fitted concentration of half-maximal effect
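Human placenta-derived ASM preincubated with compound 10 min at room temperature, then reacted with 9 uM (final) fluorogenic HMU-PC substrate for 60 min at 37 C. Stop solution raises pH to 10; fluorescence read at Ex 386/Em 447 nm.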
Menin MLL FP TR: qHTS Assay for Inhibitors Targeting the Menin-MLL Interaction in MLL Related Leukemias: Competition With Texas Red Labeled MLL-derived Mutant Peptide. Menin + Texas Red MLL mutant peptide, fluorescence polarization. Potency, µM (series often up to 61.6 µM), for inactives: top-dose FP activity change, negative = inhibition, usual class: inhibitors. 0.23% of 270,000 active. AID 1768, 2009; active = well fitted inhibition curve with a large enough effect in the polarisation, with a control signal flat, not every such curve was filed as active; inconclusive = small, poorly fitted or top-dose-only effect, or effect the other way, or a change in a side signal; inactive = no such curve, though single readings can be large or run the other way; the % refers to the polarisation; note: potency is the fitted concentration of half-maximal effect; % of control where 0% means no effect; many of its hits are not listed in these tables
Target sequence (O00255 whole entry, looked up): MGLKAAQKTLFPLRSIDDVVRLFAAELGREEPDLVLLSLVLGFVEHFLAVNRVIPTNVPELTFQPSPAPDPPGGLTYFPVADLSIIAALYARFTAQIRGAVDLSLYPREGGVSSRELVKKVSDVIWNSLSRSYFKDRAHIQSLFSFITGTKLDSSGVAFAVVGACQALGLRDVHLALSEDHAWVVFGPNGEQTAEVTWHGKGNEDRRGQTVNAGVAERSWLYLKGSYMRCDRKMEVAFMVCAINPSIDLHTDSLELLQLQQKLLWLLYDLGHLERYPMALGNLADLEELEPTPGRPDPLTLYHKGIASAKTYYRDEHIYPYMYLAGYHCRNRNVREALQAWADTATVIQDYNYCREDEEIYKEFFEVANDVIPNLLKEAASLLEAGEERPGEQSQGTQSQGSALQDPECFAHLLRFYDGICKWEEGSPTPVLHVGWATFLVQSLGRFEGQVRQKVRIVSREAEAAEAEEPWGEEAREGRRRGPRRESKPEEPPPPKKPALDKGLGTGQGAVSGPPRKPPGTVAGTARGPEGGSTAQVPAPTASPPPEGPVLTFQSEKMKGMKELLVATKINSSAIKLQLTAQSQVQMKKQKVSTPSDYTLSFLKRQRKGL
* marks the source's active call; other numbers are inactive results; ? = inconclusive; · = not tested or not shown; [ ] = another dose, or the depositor's remark. Unless noted, calls come from the whole dose curve; as a rule, active = well fitted curve in the direction sought with a large enough effect; inconclusive = small, poorly fitted or top-dose-only effect, or another doubt; inactive = no such curve, though single readings can be large; an effect the other way counts as inactive or inconclusive. A portion of the library (hit frequency here may not be typical).

1. Cc1cc2c(c(=O)o1)C(CCC1CCCCC1)C(C#N)=C(N)O2 (centres undefined)
2. Cc1c(C)n(C)c2ccc(C(=O)N3CCN(c4ccccc4)CC3)cc12
3. FC(F)(F)c1ccccc1/C=N/n1c(COc2ccccc2)n[nH]c1=S
4. CSc1ccc(NC(=O)/C=C/C(=O)O)cc1
5. CCC(=O)Nc1ccc(C(=O)Nc2cccc(OC)c2)cc1
6. COc1cccc2sc3ccc(NCCC4CCCN4C)cc3c(=O)c12 (centres undefined)

| compound no. | 1 | 2 | 3 | 4 | 5 | 6 |
| --- | --- | --- | --- | --- | --- | --- |
| AT treatment | ? | -1% | -1% | -3% | 9% | -4% |
| Mito fusion yeast | 4% | 13% | -6% | -2% | -2% | -3% |
| MBNL1-CUG inh | -3% | -1% | 0% | 4% | -9% | ? |
| PTAP TSG101 blk | 1% | -6% | 0% | -1% | -1% | · |
| a7 integrin act | 2% | 9% | 8% | 1% | -4% | -32% |
| CXXC DNA block | 95%[activator] | 0% | 1% | -9% | -18% | 23% |
| TSHR antag | -3 | -4 | -19 | 13 | 35 | -2 |
| TCR activator | -3% | -3% | 4% | -2% | 1% | 4% |
| S-ASM inh | -1% | -10% | -8% | 0% | -1% | -13% |
| Menin MLL FP TR | · | ? | 21% | · | 10% | -11% |

7. CC(C(=O)NC1C(=O)N2C(C(=O)O)=C(CSc3nnnn3C)CSC12)n1cc(Cl)cn1 (centres undefined)
8. CC(C)C(NC(=O)c1c(F)cccc1F)C(=O)NCc1ccc(S(=O)(=O)N2CCOCC2)cc1 (centres undefined)
9. O=C(NNS(=O)(=O)c1ccc(F)cc1)c1ccc([N+](=O)[O-])cc1
10. O=C(NC1CC1)c1ccc2c(c1)NC(=O)c1ccccc1S2
11. COc1ccc(CCNC(=O)CCn2c(=O)c3ccccc3n(CC(=O)NCC3CCCO3)c2=O)cc1OC (centres undefined)
12. c1ccc(Nc2cccc(Nc3ccccc3)n2)cc1

| compound no. | 7 | 8 | 9 | 10 | 11 | 12 |
| --- | --- | --- | --- | --- | --- | --- |
| AT treatment | -1% | -4% | -12% | 11% | -2% | -2% |
| Mito fusion yeast | 5% | -2% | -6% | 0% | 2% | 1% |
| MBNL1-CUG inh | -2% | · | ? | 0% | -11% | 20% |
| PTAP TSG101 blk | -2% | -4% | 0% | · | -7% | -6% |
| a7 integrin act | 34% | -35% | -9% | · | -24% | 24% |
| CXXC DNA block | 7% | · | -8% | 9% | -6% | -6% |
| TSHR antag | 11 | 28 | -4 | -1 | -9 | -11 |
| TCR activator | 0% | -2% | 1% | · | 0% | 11% |
| S-ASM inh | 2% | -1% | -2% | · | 5% | 7% |
| Menin MLL FP TR | -15% | · | 11% | 8% | 6% | ? |

13. O=C(OCc1nnc(-c2ccccc2)o1)c1cc([N+](=O)[O-])ccc1Cl
14. CCOc1ccc(/C=N/OCC(=O)NCc2ccc3c(c2)OCO3)cc1OC
15. COc1ccc(C2=NOC(C(=O)Nc3ccc4c(c3)OCCO4)C2)c(OC)c1 (centres undefined)
16. O=S(=O)(Nc1ncccn1)c1ccc(NC(=S)NCCc2ccccc2)cc1
17. Cc1ccc2cc(CN(CC3CCCO3)C(=S)Nc3ccccc3)c(=O)[nH]c2c1C (centres undefined)
18. COc1cccc(NC(=O)Cn2c(=O)n(CCCC(=O)NCc3ccco3)c(=O)c3ccccc32)c1

| compound no. | 13 | 14 | 15 | 16 | 17 | 18 |
| --- | --- | --- | --- | --- | --- | --- |
| AT treatment | -18% | 0% | 26% | 1% | 2% | -8% |
| Mito fusion yeast | -3% | -4% | -10% | 6% | ? | -1% |
| MBNL1-CUG inh | 1% | -4% | -7% | -2% | 0% | -6% |
| PTAP TSG101 blk | 0% | -3% | 1% | 1% | 0% | -1% |
| a7 integrin act | 6% | -12% | 27% | -7% | -10% | 22% |
| CXXC DNA block | 2% | 5% | 6% | ? | 12% | 3% |
| TSHR antag | 2 | 24 | 10 | 2 | -10 | 14 |
| TCR activator | -1% | 3%[46.1 µM] | 1% | · | -3%[46.1 µM] | -3% |
| S-ASM inh | -2% | -1% | 0% | 14% | -14% | -5% |
| Menin MLL FP TR | 1% | 4% | ? | -1% | -1% | 9% |

Continued, starting with the last two of the part before.
no. | mol | AT treatment | Mito fusion yeast | MBNL1-CUG inh | PTAP TSG101 blk | a7 integrin act | CXXC DNA block | TSHR antag | TCR activator | S-ASM inh | Menin MLL FP TR
17 | Cc1ccc2cc(CN(CC3CCCO3)C(=S)Nc3ccccc3)c(=O)[nH]c2c1C (centres undefined) | 2% | ? | 0% | 0% | -10% | 12% | -10 | -3%[46.1 µM] | -14% | -1%
18 | COc1cccc(NC(=O)Cn2c(=O)n(CCCC(=O)NCc3ccco3)c(=O)c3ccccc32)c1 | -8% | -1% | -6% | -1% | 22% | 3% | 14 | -3% | -5% | 9%
19 | Cc1[nH]c2ccc(F)cc2c1CCN(Cc1cccnc1)C(=S)Nc1ccccc1 | 0% | 4% | -2% | -5% | 15% | 21% | -7 | -4% | -1% | 6%
20 | O=C(N/N=C/c1ccccc1)C(O)c1ccccc1 (centres undefined) | 3% | -2% | 1% | -8% | 3% | 9% | -14 | 1% | -1% | 4%
21 | Cc1ccc(CNC(=O)CN(C(=O)C2(C)CC(=O)N=C3C=CC=CN32)c2cc(C)ccc2C)cc1 (centres undefined) | 8% | -1% | 5% | 2% | 6% | 0% | -2 | -2% | 54%[activator] | -3%
22 | CCCN(CC(=O)Nc1ccccc1C)C(=O)c1ccc(S(=O)(=O)N2CCCC2)cc1 | 8% | 4% | · | 0% | -10% | · | -2 | 0% | -3% | ·
23 | Cn1c(SCc2ccccc2Cl)nc2ccccc21 | · | 5% | -7% | 0% | -2% | -5% | -13 | -2% | 0% | -1%
24 | COCCCNC(=O)CN1C(=O)COc2ccc(S(=O)(=O)N3CCOCC3)cc21 | 5% | -8% | -5% | -3% | 1% | 19% | 4 | 11% | 0% | 4%
25 | O=C(COC(=O)CN1C(=O)C2CCCCC2C1=O)NNC(=O)c1ccc(Cl)cc1 (centres undefined) | -2% | -8% | · | -5% | -14% | · | -6 | -3% | 1% | ·
26 | O=C(Nc1cccc(C(F)(F)F)c1)c1cc[n+]([O-])cc1 | 9% | -22% | -9% | -4% | -18% | -6% | 3 | 2% | 4%[11.5 µM] | -15%
27 | CCN1CCC(O)(/C=C/c2ccc(C)cc2)C(C(=O)/C=C/c2ccc(C)cc2)C1 (centres undefined) | · | · | · | -3% | -56%[inhibitor] | · | · | 2% | -12% | ·
28 | O=C(CCNC(=O)N1CC(=O)Nc2ccccc21)NCCc1cccc(F)c1 | -8% | 2% | 2% | -4% | 16% | -7% | 0 | -2% | -2% | ·
29 | CNCc1ccccc1Sc1ccc(OC)c(OC)c1 | 4% | -3% | -14% | 0% | 12% | 4% | 4 | 1% | 0% | -11%
30 | CCc1cccc(C)c1NC(=O)CNCc1ccccc1 | 14% | 11% | ? | 0% | 5% | -5% | 42 | -2%[46.1 µM] | 2% | -5%
31 | CCOc1ccc(NC(=O)c2ccccc2NS(=O)(=O)c2ccc(F)cc2)c([N+](=O)[O-])c1 | 4% | -9% | · | 0% | 16% | 2% | -31 | 2% | -10% | ?
32 | CCCCN1C(=O)C(NC(=O)C2CC2)(C(F)(F)F)C2=C1CC(C)(C)CC2=O (centres undefined) | 2% | 1% | -8% | -6% | ? | 6% | 1 | -3% | 2% | -12%
33 | CC(=O)CSc1nc2ccccc2s1 | 4% | -3% | 4% | -7% | 7% | -11% | -6 | · | 6% | -5%
34 | COc1ccc(/C=C/C(=O)NCCCc2ccccc2)cc1OC | 6% | -6% | ? | -4% | 2% | -3% | 2 | -7%[46.1 µM] | 0% | -3%

Quoted from the listing:
Value for entry 25 under TSHR antag: -6
Value for entry 27 under PTAP TSG101 blk: -3%

Compound activity as filed in PubChem BioAssay.
